High-throughput results as filed in PubChem.
MLLE-PAM2 inh – blocks PAM2 peptide binding to the PABP1 MLLE domain | P11940 | GST-MLLE / FITC-PAM2 fluorescence polarization | inhibition, % at 20 µM | hit rate 0.36% among 360,000 | AID 588489; in the data active = inhibition above about 35%, passing the limit was not always enough;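 also: plate controls were DMSO wells with GST-MLLE for no effect and wells lacking GST-MLLE protein for full effect; some results filed as inactive read as strong as hits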
Rin1-Abl PPI inh – inhibitors of human Rin1-Abl protein interaction; P00519+Q13671; TR-FRET Rin1/Abl binding, biochemical; inhibition, % at 7.35 µM; hit rate 0.4% among 360,000; in the data active = inhibition above about 5%, passing the limit was not always enough
Target sequence (P00519 whole entry, looked up): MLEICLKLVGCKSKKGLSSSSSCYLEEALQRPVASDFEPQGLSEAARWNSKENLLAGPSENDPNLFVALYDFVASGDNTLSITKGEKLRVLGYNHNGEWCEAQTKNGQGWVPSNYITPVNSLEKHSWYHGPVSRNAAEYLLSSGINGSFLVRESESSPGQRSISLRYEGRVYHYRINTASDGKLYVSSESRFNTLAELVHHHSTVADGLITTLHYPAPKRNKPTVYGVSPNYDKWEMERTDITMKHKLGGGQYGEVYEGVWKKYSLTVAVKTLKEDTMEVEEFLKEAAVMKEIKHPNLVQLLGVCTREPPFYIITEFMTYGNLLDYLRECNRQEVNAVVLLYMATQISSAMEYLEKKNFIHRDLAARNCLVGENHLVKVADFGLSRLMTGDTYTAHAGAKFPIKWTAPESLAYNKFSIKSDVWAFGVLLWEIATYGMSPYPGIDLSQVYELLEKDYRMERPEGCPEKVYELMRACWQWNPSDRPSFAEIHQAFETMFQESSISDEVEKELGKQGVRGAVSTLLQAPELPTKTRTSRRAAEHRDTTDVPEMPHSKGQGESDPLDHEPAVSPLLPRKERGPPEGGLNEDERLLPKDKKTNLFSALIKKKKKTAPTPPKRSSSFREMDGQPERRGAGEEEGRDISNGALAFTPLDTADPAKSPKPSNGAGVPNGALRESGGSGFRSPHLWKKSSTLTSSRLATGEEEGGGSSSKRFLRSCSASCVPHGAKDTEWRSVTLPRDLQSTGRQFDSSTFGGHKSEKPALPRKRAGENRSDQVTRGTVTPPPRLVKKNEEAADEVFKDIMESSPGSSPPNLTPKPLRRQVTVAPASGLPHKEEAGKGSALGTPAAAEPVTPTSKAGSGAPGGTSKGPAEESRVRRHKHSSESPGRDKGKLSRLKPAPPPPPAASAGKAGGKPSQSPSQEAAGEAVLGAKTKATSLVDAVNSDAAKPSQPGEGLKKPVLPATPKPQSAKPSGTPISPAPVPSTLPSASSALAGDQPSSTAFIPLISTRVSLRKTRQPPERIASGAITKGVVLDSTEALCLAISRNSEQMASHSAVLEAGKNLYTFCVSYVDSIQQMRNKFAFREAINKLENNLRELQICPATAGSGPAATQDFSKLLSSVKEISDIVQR
Target sequence (Q13671 whole entry, looked up): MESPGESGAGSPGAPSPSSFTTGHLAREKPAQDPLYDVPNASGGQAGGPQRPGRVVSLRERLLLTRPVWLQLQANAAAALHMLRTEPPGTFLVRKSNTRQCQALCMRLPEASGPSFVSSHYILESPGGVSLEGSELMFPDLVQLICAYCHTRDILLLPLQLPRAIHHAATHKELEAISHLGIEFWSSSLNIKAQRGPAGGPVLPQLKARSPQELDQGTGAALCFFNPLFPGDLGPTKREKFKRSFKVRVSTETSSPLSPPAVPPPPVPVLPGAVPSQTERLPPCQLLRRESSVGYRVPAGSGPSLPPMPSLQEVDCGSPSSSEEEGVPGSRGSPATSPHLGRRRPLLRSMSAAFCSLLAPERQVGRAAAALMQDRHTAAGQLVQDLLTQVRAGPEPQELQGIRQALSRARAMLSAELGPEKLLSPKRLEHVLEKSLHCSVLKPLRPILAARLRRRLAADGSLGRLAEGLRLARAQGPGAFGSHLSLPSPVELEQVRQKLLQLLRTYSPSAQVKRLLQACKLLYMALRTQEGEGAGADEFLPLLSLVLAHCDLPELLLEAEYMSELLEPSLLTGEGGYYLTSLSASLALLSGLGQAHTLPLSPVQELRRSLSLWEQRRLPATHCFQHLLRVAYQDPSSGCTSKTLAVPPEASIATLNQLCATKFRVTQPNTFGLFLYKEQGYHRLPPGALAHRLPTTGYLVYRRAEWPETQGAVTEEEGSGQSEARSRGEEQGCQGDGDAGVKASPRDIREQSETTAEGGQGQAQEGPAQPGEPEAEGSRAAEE
FAS TE block – inhibitors of human fatty acid synthase thioesterase domain; inhibition, % at 15 µM; recombinant FAS-TE, OMFH fluorogenic substrate, fluorescence endpoint; hit rate 0.67% among 360,000;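 active = compounds whose normalised, plate-corrected inhibition of enzyme fluorescence in the single-dose primary screen is 50% or more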;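 also: 0% = DMSO with enzyme and 100% = substrate without enzyme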
Rpn11 block – Rpn11 (human) deubiquitinase inhibition; human 26S proteasome, Ub4-pepOG fluorescence polarization; 20S core pre-blocked with epoxomicin; calls only at 20 µM; hit rate 0.59% among 360,000;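 active = inhibition at 20 µM, scaled to each plate's controls, above about 33%, limit read from the data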
MsrA inh – inhibitors of bovine MsrA. purified bovine MsrA, absorbance read-out. inhibition, % at 15.5 µM. hit rate 0.75% among 360,000. AID 651718; in the data active = inhibition above about 4.5%;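 also: 0% = vehicle wells with enzyme and 100% = reference inhibitor wells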
MsrA act – activators of bovine methionine sulfoxide reductase A. purified bovine MsrA, absorbance read-out. activation, % at 10.6 µM. hit rate 0.3% among 360,000. AID 602163; in the data active = activation above about 7.5%;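 also: 0% = vehicle and 100% = reference activator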
CSN inh – inhibitors of human CSN-mediated cullin deneddylation. inhibition, % at 12.5 µM. Purified CSN, SCF-Nedd8-OG deneddylation, fluorescence polarization. hit rate 0.38% among 360,000;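 active = pattern-corrected inhibition above about 35%, with an unprinted fluorescence ratio check between 0.5 and 1.5, limit read from the data, passing the limit was not always enough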;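 also: 0% = enzyme with substrate and 100% = substrate without enzyme; some results filed as inactive read as strong as hits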
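Assay system: purified human Csn5 enzyme expressed in HEK293T cells; measure: % inhibition; also added: SCFSkp2-Nedd8OG substrate at 10 nM final; technique: fluorescence polarization; times: reaction 90 min, room temperature; medium: Tris buffer pH 7.5, NaCl, DTT, Tween-20, trehalose, ovalbumin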
eLon inh – E. coli protease La inhibition. P0A9M0. purified E. coli Lon protease, fluorescence polarization. inhibition, % at 7.94 µM. hit rate 0.42% among 360,000. AID 602123; in the data active = inhibition above about 13%, passing the limit was not always enough;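 also: 0% = enzyme with probe and DMSO and 100% = no enzyme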
MT1-MMP act inh – inhibitors of human MT1-MMP activation. HT1080 RFP-PRO-GFP cells, GFP/RFP ratio fluorescence, overnight; percent of plate control window, DMSO zero. GFP/RFP ratio change, % at 20 µM. AID 651647. P50281. hit rate 0.061% among 360,000;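 active = GFP/RFP ratio change of at least 30% with cell ATP level not reduced by more than half and red fluorescence within 50% of control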; also: strong numbers were not always called active
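Assay system: HT1080 RFP-PRO-GFP cells | Dosing: 20 µM single dose, 1% DMSO | Incubation: Cells overnight before dosing, compound overnight, 37 °C, 5% CO2 | Evaluation: GFP/RFP fluorescence ratio | Control set: DMSO-only wells and HT1080 RFP-L50D-GFP cell wells as references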
* marks the source's active call; other numbers are inactive results; i = inactive; nt = no result given.

SMILES | MLLE-PAM2 inh | Rin1-Abl PPI inh | FAS TE block | Rpn11 block | MsrA inh | MsrA act | CSN inh | eLon inh | MT1-MMP act inh
C[C@H]1CN([C@@H](C)CO)C(=O)CCCn2nncc2CO[C@@H]1CN(C)C(=O)c1ccc2ccn(C)c2c1 | 8 | 5 | -8 | i | 1.1 | -7 | 4 | 3 | 2
CC(C)c1ccc(NC(=O)C2CCCN(S(=O)(=O)c3ccc4c(c3)C(C)(C)C(=O)N4C)C2)cc1 (stereo not given) | -11 | -1 | 19 | i | 0.3 | -4 | 2 | -8 | -23
COCCNC(=O)C(=O)NCCN1CCNCC1 | 4 | -2 | -4 | i | 0.5 | -3 | -5 | -1 | -1
COc1cc(C(C)=O)ccc1OCC(=O)Nc1ccccc1N1CCCCC1 | -2 | -3 | 24 | i | 1.9 | 0 | 0 | -11 | -4
CCOc1ccc(S(=O)(=O)Nc2cc(SCC(=O)O)c(O)c3ccccc23)cc1 | 34 | 4 | 3 | i | 1.8 | -3 | 20 | 24 | -10
COc1cccc(CNC(=O)COC(=O)C23CC4CC(CC(Cl)(C4)C2)C3)c1 | 2 | -2 | -1 | i | 2.0 | -3 | 1 | 10 | 0
CC1CC(C)CN(C(=O)C2CCN(S(=O)(=O)c3cccs3)CC2)C1 (stereo not given) | -9 | 3 | -2 | i | 0.5 | -2 | -3 | 3 | 0
O=C(CSc1nnc(CNC(=O)c2cccs2)o1)Nc1cccc(Cl)c1 | 13 | 0 | 2 | i | 0.8 | 0 | 7 | 6 | 1
CCOC(=O)c1[nH]c2ccc(F)cc2c1NC(=O)CN1CCN(C/C=C/c2ccccc2)CC1 | -14 | -5 | 16 | i | 0.1 | 10* | -1 | -8 | 12
Cc1cc(C)cc(CC(=O)N2CCC2(C)C(=O)NS(=O)(=O)Cc2ccccc2)c1 (stereo not given) | 3 | -1 | -6 | i | 0.5 | -2 | -1 | 1 | -2
CCCOC(=O)c1ccc(NC(=O)c2cccc(S(=O)(=O)N3CCN(C(C)=O)CC3)c2)cc1 | -2 | 1 | 3 | i | -1.1 | -3 | -4 | 2 | 5
Cc1ccc(C)c(Oc2ncnc(N)c2[N+](=O)[O-])c1 | 0 | -1 | -5 | i | 0.3 | -2 | -2 | -6 | 3
COc1ccccc1-n1c(CNC(=O)c2ccc(S(=O)(=O)N3CCCCC3)cc2)n[nH]c1=S | -19 | 3 | -3 | i | -0.1 | -1 | -3 | 4 | 2
Cc1c(CC(=O)NCCC(=O)O)c(=O)oc2cc3occ(-c4ccccc4)c3cc12 | 0 | 4 | -4 | i | 0.6 | 2 | 3 | -5 | -3
CCN(CC(=O)Nc1ccc2c(c1)OCCO2)C(=O)C1CCCCC1 | 6 | -1 | -5 | i | 2.3 | -5 | 3 | 1 | 0
COc1ccc(N(C(=O)/C=C/C(=O)Nc2cc(C)on2)C(C(=O)NC2CCCC2)c2ccccc2C)cc1 (stereo not given) | -2 | -2 | 11 | i | -0.4 | -1 | 5 | 3 | -12
CN(C)CCNC(=O)COc1ccc(Cl)cc1Cl | 0 | 2 | -12 | i | 0.7 | -2 | -8 | -7 | 4
COc1cccc(CCN2CCC(CNS(=O)(=O)c3cc(-c4cc(C)no4)ccc3C)CC2)c1 | 17 | 0 | 1 | i | -0.6 | 4 | 0 | -2 | 2
Cc1ccc(-n2ncc3c(NCCCN4CCOCC4)ncnc32)c(C)c1 | -7 | 1 | 1 | i | 0.3 | 0 | 4 | 2 | 0
C=CCN(C(=O)Cn1ncc2c1-c1cc(C)ccc1OC2)c1ccccc1 | 2 | 2 | 5 | i | 0.1 | -2 | -1 | 0 | 1
CCN(CC(=O)Nc1ccc(NC(C)=O)cc1)C(=O)c1ccccc1SCC(=O)N1CCCC1 | -6 | 2 | -6 | i | -0.5 | 0 | 0 | -2 | -1
COc1ccc(NC(=O)CSc2nnc3ccc(-c4ccccn4)nn23)cc1 | 14 | 2 | -5 | i | -0.2 | -2 | 1 | -4 | 1
O=C(O)COc1ccccc1-c1nc(-c2ccccc2)c(-c2ccccc2)[nH]1 | 4 | -2 | 5 | i | 1.5 | -1 | 1 | 2 | -4
CN(Cc1cccs1)C(=O)COc1cccc2c1OC(C)(C)C2 | -4 | 4 | -4 | i | -0.9 | 1 | -3 | -5 | 0
CC12CNCC(C)(CN(C3(O)C(=O)Nc4ccc(Br)cc43)C1)C2=O (stereo not given) | -12 | -1 | -9 | i | 1.9 | 2 | 0 | -4 | -2

A draw from above in order of formula weight, largest number first:
SMILES | MLLE-PAM2 inh | Rin1-Abl PPI inh | FAS TE block | Rpn11 block | MsrA inh | MsrA act | CSN inh | eLon inh | MT1-MMP act inh
CCN(CC(=O)Nc1ccc(NC(C)=O)cc1)C(=O)c1ccccc1SCC(=O)N1CCCC1 | -6 | 2 | -6 | i | -0.5 | 0 | 0 | -2 | -1
CCOC(=O)c1[nH]c2ccc(F)cc2c1NC(=O)CN1CCN(C/C=C/c2ccccc2)CC1 | -14 | -5 | 16 | i | 0.1 | 10* | -1 | -8 | 12
CCOc1ccc(S(=O)(=O)Nc2cc(SCC(=O)O)c(O)c3ccccc23)cc1 | 34 | 4 | 3 | i | 1.8 | -3 | 20 | 24 | -10
Cc1cc(C)cc(CC(=O)N2CCC2(C)C(=O)NS(=O)(=O)Cc2ccccc2)c1 (stereo not given) | 3 | -1 | -6 | i | 0.5 | -2 | -1 | 1 | -2
Cc1c(CC(=O)NCCC(=O)O)c(=O)oc2cc3occ(-c4ccccc4)c3cc12 | 0 | 4 | -4 | i | 0.6 | 2 | 3 | -5 | -3
COc1ccc(NC(=O)CSc2nnc3ccc(-c4ccccn4)nn23)cc1 | 14 | 2 | -5 | i | -0.2 | -2 | 1 | -4 | 1
CC1CC(C)CN(C(=O)C2CCN(S(=O)(=O)c3cccs3)CC2)C1 (stereo not given) | -9 | 3 | -2 | i | 0.5 | -2 | -3 | 3 | 0
CN(Cc1cccs1)C(=O)COc1cccc2c1OC(C)(C)C2 | -4 | 4 | -4 | i | -0.9 | 1 | -3 | -5 | 0
COCCNC(=O)C(=O)NCCN1CCNCC1 | 4 | -2 | -4 | i | 0.5 | -3 | -5 | -1 | -1

Later entries
SMILES | MLLE-PAM2 inh | Rin1-Abl PPI inh | FAS TE block | Rpn11 block | MsrA inh | MsrA act | CSN inh | eLon inh | MT1-MMP act inh
CN(CCCN1CCCCC1)C(=O)c1cc(COc2ccc(F)cc2F)on1 | -4 | 2 | 5 | i | -0.3 | -2 | -4 | 4 | 3
O=C(c1ccc(Cl)c([N+](=O)[O-])c1)N(c1ccccn1)c1ccccn1 | 9 | -1 | -1 | i | 0.1 | -1 | -3 | -14 | 6
COc1ccc(NC(=O)CC2S/C(=N\c3nccs3)N(C)C2=O)cc1 (stereo not given) | -10 | -1 | -1 | i | 0.4 | -3 | 3 | -4 | 4
CC(=O)c1ccc(NC(=O)CSc2ccc(-c3ccc(-n4cccn4)cc3)nn2)cc1 | 1 | -1 | -18 | i | -0.5 | -1 | 0 | 4 | 5
Cc1ccc(C(C(=O)Nc2ccc3c(c2)OCO3)N(C)C(=O)Cc2c[nH]c3ccccc23)cc1 (stereo not given) | -40 | -3 | 20 | i | -1.7 | -13 | -1 | 7 | -10
O=C(CSc1nnc(CNC(=O)c2ccc(F)cc2)o1)Nc1ccc2c(c1)OCCO2 | -3 | 0 | -5 | i | -0.3 | -2 | -1 | -1 | 1
Cc1ccc(CNC(=O)C2CC3Cn4c(nc5cc(Cl)c(Cl)cc54)C3N2C)o1 (stereo not given) | -16 | 3 | 13 | i | -0.1 | -3 | 8 | -8 | -3
CCOC(=O)c1c(C)c(C(=O)N(C)C2CCCCC2)c(C)n1C | -6 | -5 | -6 | i | 0.4 | -2 | -5 | 2 | 6
CC1=C(C(=O)N2CCCCCC2)CC(CC(=O)NC2CCCCC2)C(=O)N1Cc1ccccc1 (stereo not given) | -8 | 1 | -4 | i | -2.2 | -1 | 117* | -9 | 1
Cc1ccc2c(c1)NCC(C(=O)NC1CCCCC1)O2 (stereo not given) | -1 | 2 | -4 | i | nt | -12 | -1 | 7 | 4
CCOC(=O)C1CCN(C(c2cc(OC)c(OC)c(OC)c2)c2sc3nc(C)nn3c2O)CC1 (stereo not given) | 6 | -4 | -5 | i | 1.2 | 0 | 0 | -8 | -5
CNC(=O)COc1ncnc2sccc12 | 1 | 0 | -6 | i | 0.5 | -4 | -4 | 1 | 0
CCCCCCNc1nc(NCc2ccco2)nc(OCC)n1 | -12 | 2 | 20 | i | -0.4 | -2 | -4 | 1 | -10
O=C(NC1CCCCC1)c1sc(=S)n2c1[nH]c(=O)c1ccccc12 | 33 | 3 | 29 | i | -1.3 | -1 | 1 | 1 | 2
CCCn1c(=O)c(C(=O)Nc2ccccc2C)c(O)c2ccccc21 | 6 | 2 | 19 | i | -0.2 | -3 | 1 | -9 | 2
CC1CC(C)CN(c2oc(-c3ccccc3Cl)nc2C#N)C1 (stereo not given) | 1 | -5 | 1 | i | -0.2 | -2 | 2 | -5 | 6
COc1ccc(OCCNC(=O)c2ccccc2OCC(=O)N2CCCCC2)cc1 | -4 | 1 | -3 | i | -0.6 | -1 | 3 | 5 | 1
Cc1ccc(-c2ccc(OC(=O)c3ccc(=O)[nH]c3)c(C)c2)cc1 | -23 | 1 | 3 | i | -0.8 | -1 | 5 | 5 | 7
CCc1ccc(C(=O)COC(=O)C2CCN(c3ccc(C(F)(F)F)cn3)CC2)cc1 | 1 | 2 | 20 | i | -0.4 | -7 | -1 | -5 | 2
O=C(COc1cccc2c1CCN(Cc1ccccc1)C2=O)N1CCCCC1 | -10 | -4 | -3 | i | 0.1 | -1 | -2 | -4 | 2
CN(Cc1ccccc1N1CCCC1)C(=O)c1cc2ccccc2o1 | -11 | 3 | 21 | i | -0.5 | -2 | 3 | -14 | -1
CCOC(=O)/C=C/C(=O)OCC(=O)NCc1ccccc1 | -11 | 6 | -8 | i | 0.7 | -3 | -3 | -34 | -3
Cc1ccc(S(=O)(=O)N(C)CC(=O)NC2CCCC2)cc1 | 1 | 3 | -7 | i | -0.8 | -5 | 1 | -8 | -3
O=C(COc1ccc(F)cc1Br)Nc1ccccc1N1CCOCC1 | -13 | 2 | 19 | i | -0.1 | 0 | 0 | 2 | 24
O=C(Nc1ccc(-c2nc3ccc(NC(=O)c4cccs4)cc3[nH]2)cc1)c1cccs1 | 1 | 3 | -11 | i | 3.5 | -9 | 127 | 2 | 3
More compounds:
SMILES | MLLE-PAM2 inh | Rin1-Abl PPI inh | FAS TE block | Rpn11 block | MsrA inh | MsrA act | CSN inh | eLon inh | MT1-MMP act inh
COc1ccc(CCN(C)C(=O)CCc2nnc(-c3ccccc3)o2)cc1OC | 12 | 3 | -9 | i | 0.7 | -3 | -4 | -3 | 0
Cc1nc2cc(-c3ccccc3)ccc2o1 | -28 | 4 | -4 | i | 1.1 | 0 | -1 | -5 | 3
N#Cc1ccc(OCC(=O)NNC(=S)NC(=O)C2CC2)cc1 | 8 | 3 | -5 | i | -0.4 | 3 | 4 | 7 | -1
O=C(c1ccc2c(c1)OCCO2)C1CCN(C(=O)Nc2ccc(F)cc2)CC1 | -11 | -1 | -1 | i | -0.1 | -1 | -2 | -2 | -1
C1CCN(c2c3c(nc4nnnn24)CCCC3)CC1 | 1 | -1 | 1 | i | -0.3 | -2 | 5 | -11 | -1
Cc1cc(C)cc(NC(=O)CCc2ccc(C)o2)c1 | -6 | 1 | -1 | i | -0.2 | -4 | 0 | 1 | 1

This is a random part of the collection. Share with any hit: about 3.7%.
